FBW7 activator: FBW7 E3 ligase activators, primary screen, biochemical, AlphaScreen, human; F-box/WD repeat-containing protein 7 (Homo sapiens), Q969H0; AlphaScreen FBW7–phospho-cyclin E peptide binding, activator screen; AID 1259310, 2017; hit rate 0.13% among 650,000; normalized activity (activation), % at 26.1 µM; in the data active = normalized activity above about 1.9%;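 also: purified mutant Fbw7 with reduced substrate affinity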
Target sequence (Q969H0 whole entry, looked up): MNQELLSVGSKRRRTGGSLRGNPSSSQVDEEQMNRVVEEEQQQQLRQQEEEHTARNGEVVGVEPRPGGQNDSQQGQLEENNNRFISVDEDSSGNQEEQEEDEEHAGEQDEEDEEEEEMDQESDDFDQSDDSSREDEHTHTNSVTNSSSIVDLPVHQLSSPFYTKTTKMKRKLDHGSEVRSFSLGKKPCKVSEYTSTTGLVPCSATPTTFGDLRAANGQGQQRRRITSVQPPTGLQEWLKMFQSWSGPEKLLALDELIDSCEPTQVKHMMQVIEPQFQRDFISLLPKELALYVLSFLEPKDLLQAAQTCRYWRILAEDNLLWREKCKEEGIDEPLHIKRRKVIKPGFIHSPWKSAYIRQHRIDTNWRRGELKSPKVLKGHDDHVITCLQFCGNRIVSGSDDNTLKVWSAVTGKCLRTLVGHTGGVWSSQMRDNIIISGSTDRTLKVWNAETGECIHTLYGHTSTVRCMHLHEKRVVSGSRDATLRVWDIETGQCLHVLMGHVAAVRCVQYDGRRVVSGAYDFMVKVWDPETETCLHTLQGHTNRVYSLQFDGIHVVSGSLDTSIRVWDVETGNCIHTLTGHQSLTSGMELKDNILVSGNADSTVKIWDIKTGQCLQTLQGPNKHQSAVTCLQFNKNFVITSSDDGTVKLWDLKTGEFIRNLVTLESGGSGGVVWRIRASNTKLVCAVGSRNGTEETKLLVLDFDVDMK
TEAD-YAP block: TEAD-YAP interaction inhibition, primary screen, TEAD-YAP interaction inhibitor project, luminescence, HEK-TIYL cells; TEAD-Gal4/YAP UAS-luciferase luminescence; inhibition, % at 9.12 µM; hit rate 1.4% among 640,000; in the data active = inhibition above about 32%;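 also: 0% = median of test compound wells and 100% = reference inhibitor wells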
GPR151 activ: activators of human GPR151, primary screen, cell-based, PathHunter beta-arrestin, luminescence. hit rate 1% among 650,000. G-protein coupled receptor 151 (Homo sapiens), Q8TDV0. PathHunter beta-arrestin GPR151 cells. activation, % at 11.2 µM. AID 1508602, 2020; in the data active = activation above about 4.9%;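 also: 0% = median of compound wells and 100% = cells with positive control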
Target sequence (Q8TDV0 whole entry, looked up): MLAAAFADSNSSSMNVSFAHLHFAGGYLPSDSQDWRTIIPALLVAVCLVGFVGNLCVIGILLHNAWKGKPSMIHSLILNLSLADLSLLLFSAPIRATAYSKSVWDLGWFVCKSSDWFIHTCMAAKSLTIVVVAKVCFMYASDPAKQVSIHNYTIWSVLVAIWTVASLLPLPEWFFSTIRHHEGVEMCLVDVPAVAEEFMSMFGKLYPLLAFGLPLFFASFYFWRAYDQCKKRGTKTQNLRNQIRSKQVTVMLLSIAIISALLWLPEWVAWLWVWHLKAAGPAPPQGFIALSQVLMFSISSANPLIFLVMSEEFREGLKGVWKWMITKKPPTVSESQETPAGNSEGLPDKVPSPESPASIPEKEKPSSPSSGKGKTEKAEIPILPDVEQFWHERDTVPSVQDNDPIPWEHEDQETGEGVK
MITF primary: MITF inhibitors, primary screen, biochemical, AlphaScreen, human; Microphthalmia-associated transcription factor (Homo sapiens), O75030; inhibition, % at 2.6 µM; AlphaScreen MITF homodimerization, bead proximity signal; hit rate 0.91% among 650,000; in the data active = inhibition above about 50%;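 also: 0% = vehicle wells with protein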
* hit, by the source's call; nt = not tested or not shown.

SMILES	FBW7 activator	TEAD-YAP block	GPR151 activ	MITF primary
Cc1ccccc1CC(C1CCN(C(=O)CCn2cncn2)CC1)N(C)C(=O)C1CCC1 (stereo not given)	0.0	-1.3	-0.3	13.6
Cc1cc(C)c(C2C(C#N)=C(N)Oc3n[nH]c(C)c32)cc1CSc1ccc(Br)cc1 (stereo not given)	-0.6	-10.3	1.2	99.2*
O=C(/C=C/c1ccco1)Nc1cccc(Cl)c1Cl	0.0	-75.8	1.8	27.4
Cc1cc(N2CCNCC2)nc(-c2ccccc2O)n1	0.1	4.0	1.7	15.8
Fc1ccc(-c2cc(C(F)(F)F)[nH]n2)cc1	0.0	-0.5	0.2	-2.0
c1ccc(N2CCN(Cc3ccc4c(c3)CN(C3CCSCC3)CCO4)CC2)nc1	0.0	4.4	-1.2	0.0
COc1ccc(C(=O)NC2(C(F)(F)F)NC(=O)N(CCc3ccccc3)C2=O)cc1 (stereo not given)	0.3	1.2	0.5	3.2
Cc1cc(C)nc(N2CCC(S(=O)(=O)c3ccc(-c4ccc(C#N)cc4)cc3)CC2)n1	-0.1	2.2	2.3	1.9
COCCNC(=O)CN(C(=O)CCC(=O)Nc1ccccn1)c1ccccc1OC	0.1	3.1	1.2	8.2
O=C(Nc1ccc2[nH]ncc2c1)[C@@H](O)c1ccc(Br)cc1	0.5	-17.5	-1.0	14.6
COc1ccc(OC)c(NC2=C(Cl)C(=O)N(c3ccccc3F)C2=O)c1	-0.1	19.9	0.9	3.7
O=C1C2C(C(=O)N1c1ccc(F)cc1)C1C=CC2C12CC2 (stereo not given)	0.0	10.0	-1.6	-22.2
O=C(c1ncc[nH]1)c1ccccc1C(=O)N1CCCC1	-0.1	8.9	-0.1	-8.9
Cc1ccc(-c2csc(NS(=O)(=O)c3c(C)[nH]c(=O)[nH]c3=O)n2)cc1	0.4	-12.0	-1.8	3.1
CCN(CCCNC(=O)c1sc2ncn(CC(=O)N3CCCCC3C)c(=O)c2c1C)Cc1ccc(C)cc1 (stereo not given)	-0.2	-3.7	0.2	-9.6
CC(=O)c1cccc(-c2nc(NCc3nc4ccccc4[nH]3)c3ncn(CCN4CCCC4=O)c3n2)c1	0.2	1.1	3.1	4.3
CN1C(=O)c2ccc(-c3nc4ccccc4c(=O)o3)cc2C1=O	0.1	1.5	-1.2	-6.9
Cc1ccc(C(=O)NCCOc2ccccc2)cc1[N+](=O)[O-]	0.7	-49.4	-2.1	14.6
O=c1[nH]cc(S(=O)(=O)Nc2ccc(C(F)(F)F)cc2)c(=O)[nH]1	0.1	-10.0	-1.9	-0.3
COc1cccc(CNCc2ccccc2Cl)c1	0.0	-15.1	-2.1	-7.9
Cc1ccc2c(nc3s/c(=C\c4cccc(Cl)c4Cl)c(=O)n32)c1C	0.2	-3.6	-0.4	8.2
CN1C(=O)[C@H]2CN(C(=O)c3ccc(Cl)cc3)CCN2C(=O)[C@@H]1CO	0.0	-0.6	-0.5	15.0
COc1cc(OC)cc(C(=O)N2CCNCC2)c1	0.2	8.1	-0.6	14.3
Cc1cc(=O)n2nc(N)sc2n1	0.1	-5.2	-1.1	-5.3
Cc1ccc(N(C)S(=O)(=O)c2ccc3[nH]cc(C(=O)NCCN4CCOCC4)c(=O)c3c2)cc1C	-0.1	6.0	-1.3	6.9

Some entries already given, reduced to GPR151 activ, MITF primary and TEAD-YAP block.
| SMILES | GPR151 activ | MITF primary | TEAD-YAP block |
| --- | --- | --- | --- |
| O=C(/C=C/c1ccco1)Nc1cccc(Cl)c1Cl | 1.8 | 27.4 | -75.8 |
| Cc1cc(N2CCNCC2)nc(-c2ccccc2O)n1 | 1.7 | 15.8 | 4.0 |

Next compounds follow:
SMILES	FBW7 activator	TEAD-YAP block	GPR151 activ	MITF primary
NC(=O)CNc1nc(C2CC2)nc2c1nnn2Cc1ccccc1Cl	0.1	-26.1	-2.7	-0.3
CCc1ccc(/C=C2\SC(=O)N(CC(=O)N3CCOCC3)C2=O)cc1	0.1	-8.7	-0.2	-2.7
Cc1ccc(OCC(=O)Nc2ccc(-c3nc4ccccc4o3)cc2)c(C)c1	1.0	-3.8	1.1	14.6
COc1ccc(-n2nc3c(c2NC(=O)c2ccccc2F)CSC3)cc1	0.6	8.3	-0.4	1.9
N#C/C(=C\c1ccc(-c2ccc(Cl)c(Cl)c2)o1)C(=O)N1CCOCC1	-0.2	-34.1	1.8	-5.2
COc1ccc(/C=C(/NC(=O)c2ccc(Cl)cc2)C(=O)Nc2ccc(Br)c(C)c2)cc1OC	0.0	-25.1	1.3	12.9
FC(F)(F)c1cccc(-c2cnn3c(NCc4ccccn4)ccnc23)c1	0.3	2.2	0.4	-6.1
COc1c[nH]n(-c2ccccc2)c(=O)c1=O	-0.2	-3.2	1.6	1.6
COc1cc(/C=C2\C(=O)Nc3ccc(Br)cc32)c(Cl)cc1O	-0.1	12.5	1.1	-6.5
Cc1cccc(/C(N)=N/OC(=O)COc2ccc(C(C)C)cc2)c1	0.0	-6.9	0.1	3.0
COCCOC(=O)C1=C(C)NC2=C(C(=O)CC(C)(C)C2)C1c1ccc(OC)cc1OC (stereo not given)	0.0	3.5	1.7	-10.1
CCCCCCc1nc2c(=O)[nH]c3ccccc3c2o1	0.0	9.4	-0.8	10.0
O=c1c2ccccc2nc(/C=C/c2ccc3c(c2)OCO3)n1CCO	0.7	-4.6	-0.5	1.9
C=CCNS(=O)(=O)c1cc(C(=O)Nc2ccccc2CC)ccc1F	0.1	-6.1	0.3	4.8
O=C(NC1CCCCCCC1)c1nnc(-c2ccccc2)o1	0.0	18.0	-1.4	0.2
O=C(CN1CCN(Cc2ccccc2)CC1)Nc1ccc(I)cc1	0.1	-3.6	-1.7	15.5
COC(=O)Cc1nc(NCc2ccccc2OC)c2c(C)c(C)sc2n1	0.7	4.1	0.7	20.2
CC1CN(c2ccc([N+](=O)[O-])cc2)CCN1S(=O)(=O)Cc1ccccc1 (stereo not given)	-0.2	9.8	0.9	7.4
CCOC(=O)N1CCC(n2c(SCC(=O)Nc3ccc(CC)cc3)nc3ccccc3c2=O)CC1	-0.1	-1.4	-0.2	-8.8
COc1ccccc1CNC(=O)Cc1c(C(=O)O)[nH]c2ccccc12	0.1	2.2	-0.8	17.7
COc1ccc(S(=O)(=O)NCCC(=O)NC2CCCCC2C)cc1 (stereo not given)	0.3	5.4	-0.7	13.2
COc1ccccc1CNC(=O)c1sc2nc(-c3ccc(F)cc3)cn2c1C	0.0	3.2	-0.5	-4.7
O=C(CSc1nc2ccsc2c(=O)n1Cc1ccccn1)Nc1ccc(F)cc1	-0.1	-19.1	1.5	8.9
O=C(NC(Cc1c[nH]c2ccccc12)C(=O)O)/C(=C/c1ccco1)NC(=O)c1ccccc1 (stereo not given)	-0.5	1.6	0.0	4.3
COc1ccc(Cl)cc1NC(=O)C(=O)NCC(C)C	0.0	0.0	1.3	0.4

Grouped by structure, those above containing bromine
SMILES	FBW7 activator	TEAD-YAP block	GPR151 activ	MITF primary
Cc1cc(C)c(C2C(C#N)=C(N)Oc3n[nH]c(C)c32)cc1CSc1ccc(Br)cc1 (stereo not given)	-0.6	-10.3	1.2	99.2*
O=C(Nc1ccc2[nH]ncc2c1)[C@@H](O)c1ccc(Br)cc1	0.5	-17.5	-1.0	14.6
COc1ccc(/C=C(/NC(=O)c2ccc(Cl)cc2)C(=O)Nc2ccc(Br)c(C)c2)cc1OC	0.0	-25.1	1.3	12.9
COc1cc(/C=C2\C(=O)Nc3ccc(Br)cc32)c(Cl)cc1O	-0.1	12.5	1.1	-6.5

(listing goes on)
SMILES	FBW7 activator	TEAD-YAP block	GPR151 activ	MITF primary
Cc1cc(Br)ccc1OCCCCN1CCNCC1	-0.3	0.3	0.0	65.6*
Nc1nc2nc(-c3ccc(Cl)cc3)cc(C(F)(F)F)n2n1	0.0	-5.7	-2.3	6.2
Cc1ccc(NC(=O)c2c(N)sc3c2CCCCC3)cc1	-0.1	-29.4	0.8	-9.3
O=C(Nc1ccc(C(=O)Nc2ccc(C(=O)Nc3ccc(S(=O)(=O)O)c4cc(S(=O)(=O)O)cc(S(=O)(=O)O)c34)cc2)cc1)Nc1ccc(C(=O)Nc2ccc(C(=O)Nc3ccc(S(=O)(=O)O)c4cc(S(=O)(=O)O)cc(S(=O)(=O)O)c34)cc2)cc1	-0.1	nt	1.3	71.0*
CC(C)(C)C(=O)c1sc(Nc2ccccc2)nc1N	-0.1	-72.7	-1.5	0.3
O=C(/C=C/c1ccc2c(c1)OCO2)CC1(O)C(=O)N(CCc2ccccc2)c2ccccc21 (stereo not given)	-0.1	9.4	-0.4	9.8
O=C(CNc1ccc2ccccc2c1)N/N=C/c1cc(O)ccc1[N+](=O)[O-]	0.2	-3.2	-0.1	12.2
CC(=O)Nc1ccc(NC(=O)COC(=O)C2CCC(C(C)(C)C)CC2)cc1 (stereo not given)	0.1	3.5	3.4	19.8
CCOC(=O)c1ccc(NC(=O)c2cc(=O)c3ccccc3o2)cc1	-0.1	6.6	-0.7	3.3
Cc1ccc(S(=O)(=O)N(CCC(=O)NNC(=O)C2CCCCC2)c2ccccc2)cc1	0.1	-3.6	-2.8	12.9
Nc1c(C(=O)Nc2nccs2)sc2nc3c(c(-c4ccccc4Cl)c12)CCCCC3	1.4	11.3	0.0	-0.8
CC(C)C(NS(=O)(=O)c1ccc2c(c1)oc(=O)n2C)C(=O)Nc1ccc(F)c(F)c1 (stereo not given)	0.1	-6.9	0.1	1.5
Cc1ccc(C(=O)COC(=O)c2cccc(N3C(=O)C4C5CCC(C5)C4C3=O)c2)cc1[N+](=O)[O-] (stereo not given)	0.0	4.9	-1.4	-1.8
CCOC(=O)c1ccccc1NC(=O)C(C)N1C(=O)c2ccccc2C1=O (stereo not given)	-0.3	-9.5	-2.1	-4.5
Cc1sc(NC(=O)/C=C/c2c(Cl)cccc2Cl)c(C(N)=O)c1C	-0.1	0.2	-0.8	3.1
COc1ccc(C)cc1N(CC(=O)Nc1c(C)cc(C)cc1C)S(C)(=O)=O	-0.1	-6.0	0.2	6.2
COc1cc(-c2ccc(O)c(O)c2)cc(=O)c2c(C)oc(C)c12	-0.3	-10.3	1.0	3.3
NS(=O)(=O)c1ccc(NC(=O)CN2C(=O)COc3ccc(Cl)cc32)cc1	-0.3	-0.9	1.1	-1.8
O=C1[C@@H]2C[C@@H](O)CN2C(=O)[C@H]2CN(S(=O)(=O)c3cccc4ccccc34)CCN12	-0.1	1.9	0.4	-3.3
CCOC(=O)C1=C(C)N=c2s/c(=C\c3cc(Br)ccc3O)c(=O)n2C1c1cccs1 (stereo not given)	0.0	0.2	3.2	-5.2
Cc1ccsc1C(=O)N1CCC(Oc2cccc(CN(C)Cc3ncc[nH]3)c2)CC1	0.1	0.8	-0.5	13.4
O=C(O)c1ccc(Nc2ncnc3[nH]ncc23)cc1	0.1	2.6	-1.2	10.0
CCCCN(C)C(=O)c1sc2ncn(CC(=O)NCCC)c(=O)c2c1C	0.1	6.2	-1.6	-16.3
N#CC1=C(N)OC2=C(C(=O)CCC2)C1c1ccc(OC(=O)c2ccccc2Cl)cc1 (stereo not given)	-0.1	-2.8	-1.5	13.8
O=C(CCSc1ccccc1)Nc1cccc(NC(=O)CCSc2ccccc2)c1	0.2	-0.8	-0.9	6.8

(more compounds)
SMILES	FBW7 activator	TEAD-YAP block	GPR151 activ	MITF primary
CC(C)=NNC(=O)C(=O)Nc1cccc(Cl)c1	1.1	1.1	2.1	5.4
COC(=O)Oc1c([N+](=O)[O-])cc2oc(=O)sc2c1[N+](=O)[O-]	-0.5	8.5	-0.3	59.1*
Cc1ccc2c(c1)CN(CCNC(=O)CCCc1cccs1)CC(C)O2 (stereo not given)	-0.3	15.3	-1.8	1.6
O=C(/C=C\c1ccccc1)Nc1ccc(N2CCOCC2)cc1	0.6	-16.3	2.7	5.1
CCCOC(=O)c1cccc(NC(=O)CN2C(=O)c3ccccc3C2=O)c1	-0.3	2.4	1.2	6.0
O=C(CNC(=O)c1ccco1)NNC(=O)c1ccc(Br)s1	0.0	12.2	-2.1	2.2
O=C(CCc1nnc(Cc2c[nH]c3ccccc23)o1)NCc1ccccc1F	0.3	-2.1	1.5	-1.2
COc1ccc2cc(CN(Cc3cccs3)C(C)=O)c(=O)[nH]c2c1	0.1	1.2	-1.2	0.3
O=C(N/N=C/c1ccc(Cl)cc1Cl)C(=O)Nc1cccc(Cl)c1	-0.1	-5.8	-0.2	2.8
COc1cccc2sc(=NC(=O)c3ccc4ncsc4c3)n(C)c12	0.1	-21.0	0.9	5.7
Cn1c(SCC(N)=O)nnc1-c1ccc2c(c1)OCO2	-0.1	7.9	9.6*	-2.0
Cc1nc(Nc2ccc(F)cc2)c2c(C)c(C)sc2n1	0.5	6.0	-1.6	15.1
Clc1ccccc1-c1cnn2c(NCCCN3CCOCC3)ccnc12	0.0	6.8	-1.2	21.7
NC(=O)N/N=C/c1cc(-c2ccccc2)sc1O	0.1	-11.5	-2.1	11.2
CCCc1cc(N2CCN(Cc3cc(F)ccc3OC)CC2)n2c(nc3ccccc32)c1C#N	-0.2	-7.6	-0.6	6.6
COc1ccccc1C(=O)Nc1sc(C(=O)N2CCCC2)c(C)c1C#N	-0.1	-17.5	0.7	-13.0

Look-ups from above.
TEAD-YAP block, NC(=O)N/N=C/c1cc(-c2ccccc2)sc1O : -11.5
GPR151 activ, Clc1ccccc1-c1cnn2c(NCCCN3CCOCC3)ccnc12 : -1.2

Compound activity: PubChem BioAssay, The Scripps Research Institute Molecular Screening Center
